Compound activity deposited in PubChem BioAssay by National Center for Advancing Translational Sciences (NCATS).
N370S GC: N370S glucocerebrosidase modulation, Gaucher chaperone candidate | P04062 | N370S GC spleen homogenate, 4MU-glucoside fluorescence | Potency, µM (top dose mostly 59.4 µM), without a hit: at the highest dose activity change, negative = inhibition, usual class: inhibitors | hit rate 0.092% among 330,000 | AID 2101;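 also: 0% = full enzyme activity and -100% = no enzyme basal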
FEN1 inhibitor: blocks human flap endonuclease 1; Potency, µM (titrated, usually from 114 µM), inactives show top-dose activity change, negative = inhibition, most hits filed as inhibitors; P39748; hit rate 0.35% among 390,000; Recombinant FEN1 flap cleavage, fluorescence, 15 min; also: nearly all actives have a fitted effect of over 65% in size
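With each library titrated from low to high concentration, compounds met 10 nM FEN1 for 15 min at room temperature before 50 nM substrate was added; readings at 0 and 15 min fed four-parameter Hill curve fits.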
TDP1 block: inhibitors of human tyrosyl-DNA phosphodiesterase TDP1; Q9NUW8; AID 485290; recombinant TDP1, AlphaScreen DNA substrate cleavage; Potency, µM (doses to about 130 µM), for inactives: at the top dose activity change, negative = inhibition, usual class: inhibitors; hit rate 0.28% among 350,000; also: nearly all actives have a fitted effect of over 40% in size
Target sequence (Q9NUW8 whole entry, looked up): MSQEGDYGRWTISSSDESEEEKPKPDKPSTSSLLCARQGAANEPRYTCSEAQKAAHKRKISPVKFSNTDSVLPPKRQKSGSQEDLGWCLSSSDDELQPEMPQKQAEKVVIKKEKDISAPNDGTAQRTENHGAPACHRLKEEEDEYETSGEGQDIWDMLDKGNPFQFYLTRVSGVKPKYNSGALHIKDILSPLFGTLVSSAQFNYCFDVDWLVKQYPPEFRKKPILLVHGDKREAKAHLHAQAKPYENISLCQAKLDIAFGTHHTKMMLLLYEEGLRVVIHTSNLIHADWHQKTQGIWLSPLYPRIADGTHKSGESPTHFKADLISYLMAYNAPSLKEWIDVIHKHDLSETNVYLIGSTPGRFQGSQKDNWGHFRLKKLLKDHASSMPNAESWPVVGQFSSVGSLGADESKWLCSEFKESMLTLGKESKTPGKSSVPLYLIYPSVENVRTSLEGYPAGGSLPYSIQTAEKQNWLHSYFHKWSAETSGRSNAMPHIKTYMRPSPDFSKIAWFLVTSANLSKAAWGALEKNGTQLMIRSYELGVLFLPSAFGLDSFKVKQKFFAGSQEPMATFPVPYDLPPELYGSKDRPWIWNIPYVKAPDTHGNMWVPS
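Enzyme-compound mixtures sat 15 min at room temperature, followed by a 5 min reaction with 15 nM final substrate and 10 min with AlphaScreen beads. Recombinant human Tdp1 was used at 1 nM final.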
Active calls of the source: *; ? = inconclusive; . = not tested or not shown; & = joins results of further samples; [ ] = remark or other dose. Calls follow the shape of the dose curve; as a rule, active = well fitted curve in the direction sought with a large enough effect; inconclusive = small, poorly fitted or top-dose-only effect, or another doubt; inactive = no such curve, though single readings can be large; an effect the other way counts as inactive or inconclusive. Unless noted, % is scaled to controls: 0 for no effect and ±100 for the full control effect; potency is read from the fitted curve at half-maximal effect.

Every second line gives: N370S GC	FEN1 inhibitor	TDP1 block
CN(C)c1nnnn1-c1ccc(Oc2ccccc2)cc1
 : 0%	-1%	1%
CC1(C)CC(N2CN(C3CCCCC3)CC2=O)CC(C)(C)N1
 : 4%	-2%	0%
Cc1cc(=O)n(CCCO)c(O)c1C#N
 : -1%	1%	6%
CN(CC(=O)NC(=O)NC(C)(C)C)CC(=O)Nc1ccccc1Cl
 : ?	-10%	-3%
CN1C(=O)C(CC(=O)NCCc2ccccc2)N(NC(=O)c2ccc(Cl)cc2)C1=S (stereo not given)
 : 2%	1%	4%
CCN1CCCC1CNC(=O)CCNC(=O)c1cc(OC)c(OC)c(OC)c1 (stereo not given)
 : 1%	-2%	-2%
O=C(Nc1cccc(NC(=O)c2nccc3ccccc23)c1)c1ccco1
 : 5%	-4%	6%
COc1ccc(COC(=O)Oc2ccc(CNC(C)=O)cc2OC)c([N+](=O)[O-])c1
 : -2%	-7%	3%
COc1ccc(-c2cc(C(F)(F)F)nc(NCc3ccco3)n2)cc1OC
 : 4%	-14%	6%
COc1ccccc1-c1nnc(SCC(=O)Nc2ccc3[nH]c(=O)[nH]c3c2)n1N
 : -6%	-5%	1%

Filtered by structure: those above with a furan ring, fused or not.
Every second line gives: N370S GC	FEN1 inhibitor	TDP1 block
O=C(Nc1cccc(NC(=O)c2nccc3ccccc23)c1)c1ccco1
 : 5%	-4%	6%
COc1ccc(-c2cc(C(F)(F)F)nc(NCc3ccco3)n2)cc1OC
 : 4%	-14%	6%

Four compounds from above, showing only FEN1 inhibitor.
SMILES | FEN1 inhibitor
COc1ccccc1-c1nnc(SCC(=O)Nc2ccc3[nH]c(=O)[nH]c3c2)n1N | -5%
Cc1cc(=O)n(CCCO)c(O)c1C#N | 1%
O=C(Nc1cccc(NC(=O)c2nccc3ccccc23)c1)c1ccco1 | -4%
COc1ccc(-c2cc(C(F)(F)F)nc(NCc3ccco3)n2)cc1OC | -14%

Next part:
Every second line gives: N370S GC	FEN1 inhibitor	TDP1 block
Cc1cc2c(=O)n(CC(=O)N3CCN(c4ccccc4)CC3)cnc2s1
 : 0%	3%	1%
Cc1ccc(CNC(=O)CCn2ccc3cc(S(=O)(=O)N4CCCC4)ccc32)cc1
 : 13%	-7%&-16%	5%&-3%
C=C(C)c1cccc(C(C)(C)NC(=O)N2CCN(c3ccccc3OC)CC2)c1
 : 0%	-1%	1%
CC(C)Cn1c(N)c(C(=O)COC(=O)c2cccc(F)c2)c(=O)n(C)c1=O
 : -2%	8%	-1%
Cc1ccc2cccc(Oc3ncnc4scc(-c5ccccc5)c34)c2n1
 : 8%	-18%	5%
CC(=O)Oc1cc(C(C)C)c(OCCN(C)C)cc1C
 : -7%	15%	7%
CCC(=O)N1CCc2cc(S(=O)(=O)CCC(=O)NCc3ccc4c(c3)OCO4)ccc21
 : 26%	-10%	-3%
Brc1ccc(C2=Nn3c(Cn4nnc5ccccc54)nnc3SC2)cc1
 : 3%	13%	7%
CCOC(=O)C(C)Oc1ccc2c(C)cc(=O)oc2c1C(C)=O (stereo not given)
 : -14%	4%	0%
Cc1c(/C=N/Nc2ccc(C(=O)O)cc2)c2ccccc2n1C
 : 1%	5%	6%

COc1ccc(N2CCN(S(=O)(=O)CCNC(=O)COc3cccc(OC)c3)CC2)cc1
  N370S GC: 2%	FEN1 inhibitor: 1%&-1%	TDP1 block: 4%&-8%
Cc1c(NC(=O)CSc2nnc(-c3ccco3)n2-c2ccccc2)c(=O)n(-c2ccccc2)n1C
  N370S GC: 7%	FEN1 inhibitor: -10%	TDP1 block: 2%
O=C(CSc1nc(-c2ccccc2Cl)ns1)NCc1ccc2c(c1)OCO2
  N370S GC: 9%	FEN1 inhibitor: 6%	TDP1 block: 0%
NS(=O)(=O)c1ccc(NC(=O)NC2CC(=O)N(c3ccc4c(c3)OCCO4)C2)cc1 (stereo not given)
  N370S GC: 0%	FEN1 inhibitor: 0%	TDP1 block: 2%
CC1(C)C(=O)Nc2ccccc2N1C(=O)COC(=O)CSc1ccc(F)cc1
  N370S GC: .	FEN1 inhibitor: 11%	TDP1 block: -7%
CCOC(=O)c1c(NC(=O)C[n+]2ccc(Cc3ccccc3)cc2)sc(C)c1C
  N370S GC: -13%	FEN1 inhibitor: -6%	TDP1 block: 8%
Cc1cccc(C2Nc3ccccc3C(=O)N2c2ccccc2)n1 (stereo not given)
  N370S GC: 14%	FEN1 inhibitor: 11%	TDP1 block: -3%
CCOC(=O)C1NN=C(C(=O)c2ccccc2)C1c1ccccc1 (stereo not given)
  N370S GC: 7%	FEN1 inhibitor: 0%	TDP1 block: 5%
Cc1ccc(SCc2nn(C)c(Cl)c2C=O)cc1
  N370S GC: -5%	FEN1 inhibitor: 1%	TDP1 block: -2%
CCN(C(=O)c1ccc(NC(=O)c2ccco2)cc1)c1ccccc1
  N370S GC: 3%	FEN1 inhibitor: -2%	TDP1 block: 0%
COc1ccccc1N1C(=N)S/C(=C\c2ccc(-c3ccccc3C(=O)O)o2)C1=O
  N370S GC: -14%	FEN1 inhibitor: 45µM*	TDP1 block: 11µM*
N#Cc1ccc(-c2ccc(F)cc2)nc1Oc1ccc(Cl)c(Cl)c1
  N370S GC: -19%	FEN1 inhibitor: 1%	TDP1 block: -4%
Cc1cccc(NC(=O)CSc2nc3c(oc4ccccc43)c(=O)n2Cc2ccco2)c1
  N370S GC: .	FEN1 inhibitor: -8%	TDP1 block: -5%
O=C(NNC(=O)c1cc2ccccc2cc1O)c1cccs1
  N370S GC: -2%	FEN1 inhibitor: -2%	TDP1 block: .
O=C1C(Cl)=C(NS(=O)(=O)c2ccc([N+](=O)[O-])cc2)C(=O)c2ccccc21
  N370S GC: -18%	FEN1 inhibitor: -11%	TDP1 block: .
O=C(N/N=C/c1ccc[nH]1)c1ccccc1OCc1ccccc1Cl
  N370S GC: ?	FEN1 inhibitor: -12%	TDP1 block: 6%
O=C(CS(=O)(=O)c1cccc2nsnc12)Nc1ccccc1
  N370S GC: .	FEN1 inhibitor: 5%	TDP1 block: 8%
Cc1ccc2[nH]c(CNC(=O)C3CCCCC3)cc2c1
  N370S GC: -7%	FEN1 inhibitor: -1%	TDP1 block: .
O=C(COc1ccc(Br)cc1)N1CCCCCC1
  N370S GC: 9%	FEN1 inhibitor: -5%	TDP1 block: 4%
N#CCCCN1C(=O)C(O)(CC(=O)c2ccc3c(c2)OCCO3)c2ccccc21 (stereo not given)
  N370S GC: -10%	FEN1 inhibitor: 5%	TDP1 block: 1%
CCCCCCC(=O)N/N=C/c1ccc(Br)cc1
  N370S GC: -8%	FEN1 inhibitor: -19%	TDP1 block: 3%
CCN1C(=O)[C@H]2[C@H]3CN=C(SCc4ccc(C#N)cc4)N3[C@@](CC)(C(=O)OC)[C@H]2C1=O
  N370S GC: .	FEN1 inhibitor: -6%	TDP1 block: 0%[56.1 µM]
COc1ccccc1CCNC(=O)c1ccc(-c2nc(CSc3ccc(C)cc3)c(C)o2)cc1
  N370S GC: .	FEN1 inhibitor: -12%	TDP1 block: 0%
O=C(Nc1ccc2c(c1)OCO2)N1CCN(Cc2ccco2)CC1
  N370S GC: -9%	FEN1 inhibitor: -1%	TDP1 block: .
CC(NC(=O)c1ccccc1F)c1nnc(SCC(=O)Nc2nnc(C3CC3)s2)n1C (stereo not given)
  N370S GC: 2%	FEN1 inhibitor: 0%	TDP1 block: .

COc1cccc(Cn2nnc(C(=O)NCc3ccccc3Cl)c2N)c1
  N370S GC: 12%	FEN1 inhibitor: 7%	TDP1 block: -1%
CC1(C)C2([N+](=O)[O-])CN3CC1([N+](=O)[O-])CN(C2)C3c1ccc(O)c(O)c1 (stereo not given)
  N370S GC: 4%	FEN1 inhibitor: -1%	TDP1 block: -5%
c1cc2c3c(cccc3c1)C(N1CCOCC1)=N2
  N370S GC: -10%	FEN1 inhibitor: -13%	TDP1 block: .
NC(=O)c1ccc2c(c1)S(=O)(=O)c1ccccc1C2=O
  N370S GC: -3%	FEN1 inhibitor: 0%	TDP1 block: 7%
Cc1ccc(-c2nnc(Nc3ccccc3O)c3ccccc23)cc1
  N370S GC: .	FEN1 inhibitor: 7%	TDP1 block: 1%[12.3 µM]
O=C(CN1C(=O)NC2(CCCCCC2)C1=O)Nc1cccc(F)c1
  N370S GC: .	FEN1 inhibitor: 20%	TDP1 block: 2%
CSc1ccccc1NC(=O)CN(C)C(=O)C1CC(=O)N(C(C)c2ccccc2)C1 (stereo not given)
  N370S GC: .	FEN1 inhibitor: 7%	TDP1 block: 1%
COCCCNC(=O)CN(c1cc(OC)ccc1OC)S(=O)(=O)c1ccccc1
  N370S GC: 1%	FEN1 inhibitor: 1%	TDP1 block: 7%
O=C(CSc1nnnn1-c1ccc2c(c1)OCCO2)N1CCN(C(=O)c2ccco2)CC1
  N370S GC: -2%	FEN1 inhibitor: -1%	TDP1 block: 1%
O=C1CC(NNC(=O)c2ccc(Br)cc2)C(=O)N1 (stereo not given)
  N370S GC: 2%	FEN1 inhibitor: -2%	TDP1 block: 0%
O=C(Nc1cccc2ncccc12)c1ccc(Br)c([N+](=O)[O-])c1
  N370S GC: -3%	FEN1 inhibitor: 4%	TDP1 block: 7%
CC(C)Cn1c(=O)c2c(c3ccccc31)OC(C)C(=O)N2 (stereo not given)
  N370S GC: -10%	FEN1 inhibitor: -2%	TDP1 block: -6%[56.1 µM]
Cc1nc(C)c(C(=O)OCC(=O)N(C)c2ccccc2)s1
  N370S GC: 4%	FEN1 inhibitor: -4%	TDP1 block: 1%

Record cards, from the list above. Values in the order: N370S GC, FEN1 inhibitor, TDP1 block
CSc1ccccc1NC(=O)CN(C)C(=O)C1CC(=O)N(C(C)c2ccccc2)C1 (stereo not given) in the list: ., 7%, 1%
CC1(C)C2([N+](=O)[O-])CN3CC1([N+](=O)[O-])CN(C2)C3c1ccc(O)c(O)c1 (stereo not given) in the list: 4%, -1%, -5%
CC(C)Cn1c(=O)c2c(c3ccccc31)OC(C)C(=O)N2 (stereo not given) in the list: -10%, -2%, -6%[56.1 µM]
COCCCNC(=O)CN(c1cc(OC)ccc1OC)S(=O)(=O)c1ccccc1 in the list: 1%, 1%, 7%
Cc1nc(C)c(C(=O)OCC(=O)N(C)c2ccccc2)s1 in the list: 4%, -4%, 1%
